Bioassay records (PubChem BioAssay)
GRK2 aptamer HTS = compounds blocking aptamer binding on GRK2 – biochemical, human GRK2, bead flow cytometry, HTS, primary screen; Beta-adrenergic receptor kinase 1 (Homo sapiens), P25098; FAM-aptamer displacement from GRK2; inhibition of aptamer binding, % at 10 µM; 330,000 compounds, 0.59% hits;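 active = inhibition of aptamer binding above 40%, roughly 3 SD of noise, on plates passing a quality check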;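 note: median bead fluorescence of bound FAM aptamer so fluorescent compounds give negative values; no value below 0 was filed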
MCL1-BIM inh = inhibitors of MCL1 binding to BIM-BH3, primary screen, biochemical, fluorescence polarization; 320,000 compounds, 0.68% hits; AID 2057, 2009; Induced myeloid leukemia cell differentiation protein Mcl-1 (Homo sapiens), Q07820; inhibition, % at 10.9 µM; GST-MCL1 / FITC-Bim-BH3 fluorescence polarization;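 active = inhibition above the mean inhibition of all tested compounds plus 3 SD, set per campaign, cut at about 40% in these data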;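 note: 0% = DMSO wells and 100% = unlabeled Bim-BH3 peptide control; higher means more loss of mP so more displacement of Bim peptide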
GLD-1 RNA inh = GLD-1/TGE RNA complex disruptors, primary screen, biochemical, fluorescence polarization; Female germline-specific tumor suppressor gld-1 (Caenorhabditis elegans), Q17339; AID 2280, 2010; 320,000 compounds, 0.44% hits; purified GLD-1 + fluorescein TGE RNA; inhibition, % at 5.96 µM;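 active = percent inhibition above a per-plate cutoff, the plate mean of test compounds plus 3 SD, cut at about 30% in these data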;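 note: 0% = DMSO wells with GLD-1 and probe and 100% = wells lacking GLD-1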
MEX-5 binding = MEX-5 zinc finger RNA-binding disruptors – biochemical, C. elegans, fluorescence polarization, MLPCN library, primary screen | Zinc finger protein mex-5 (Caenorhabditis elegans), Q9XUB2 | MEX-5/FITC-TCR2 RNA binding; hits give low values | activity score (negative = inhibition of binding), % at 10 µM | 300,000 compounds, 0.38% hits | AID 1832, 2009;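 active = inhibition past about -25% in most replicates, and total fluorescence under double the plate's negative control median, limit read from the data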;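 note: 0% = DMSO and -100% = 5 µM competing unlabeled TCR2 RNA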
VLA-4 inh = inhibition in human VLA-4 binding assay, primary screen, VLA-4 allosteric modulator project, MLPCN library, flow cytometry, VLA-4 expressing cells; Integrin alpha-4 (Homo sapiens), P13612; ligand binding flow cytometry; inhibition, % (about 7 µM as worked out from the volumes in the protocol); 330,000 compounds, 0.2% hits; in the data active = inhibition above about 50%
Target sequence (P13612 whole entry, looked up): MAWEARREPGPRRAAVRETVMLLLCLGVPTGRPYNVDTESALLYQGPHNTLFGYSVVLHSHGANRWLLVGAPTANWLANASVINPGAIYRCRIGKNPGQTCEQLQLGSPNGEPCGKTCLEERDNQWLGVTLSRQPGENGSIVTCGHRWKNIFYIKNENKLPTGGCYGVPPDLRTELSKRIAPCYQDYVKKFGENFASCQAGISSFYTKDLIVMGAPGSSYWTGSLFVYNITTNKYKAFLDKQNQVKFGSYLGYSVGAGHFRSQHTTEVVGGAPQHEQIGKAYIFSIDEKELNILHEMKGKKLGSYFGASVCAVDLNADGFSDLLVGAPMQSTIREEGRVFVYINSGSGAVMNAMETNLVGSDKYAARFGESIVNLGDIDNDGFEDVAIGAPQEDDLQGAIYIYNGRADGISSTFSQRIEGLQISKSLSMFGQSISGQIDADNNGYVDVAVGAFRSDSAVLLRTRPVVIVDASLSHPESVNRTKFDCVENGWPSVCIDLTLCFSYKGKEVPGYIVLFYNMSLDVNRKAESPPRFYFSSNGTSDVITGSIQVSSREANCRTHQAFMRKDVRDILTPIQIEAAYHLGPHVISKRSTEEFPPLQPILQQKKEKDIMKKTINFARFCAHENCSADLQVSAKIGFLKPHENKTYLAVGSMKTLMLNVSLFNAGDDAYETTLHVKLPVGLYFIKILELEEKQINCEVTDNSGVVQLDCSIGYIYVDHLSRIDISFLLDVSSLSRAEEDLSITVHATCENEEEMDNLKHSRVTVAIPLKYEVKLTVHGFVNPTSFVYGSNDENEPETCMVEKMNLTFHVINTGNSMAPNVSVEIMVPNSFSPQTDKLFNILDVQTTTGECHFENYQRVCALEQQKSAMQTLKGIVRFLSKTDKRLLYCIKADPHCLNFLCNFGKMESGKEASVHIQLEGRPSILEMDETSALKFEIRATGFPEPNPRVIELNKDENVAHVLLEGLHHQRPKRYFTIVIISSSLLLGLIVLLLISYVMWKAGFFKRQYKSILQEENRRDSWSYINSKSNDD
Efflux pump inh = inhibitors of Candida efflux pumps in yeast, primary screen, S. cerevisiae, Nile Red, multiplex. S. cerevisiae Candida pump triplex. AID 485275, 2010. 330,000 compounds, 0.44% hits. inhibition, % at 10 µM;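 active = plate passing quality check with inhibition over a set limit, or well fluorescence over plate mean plus 4 SD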;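 note: Nile Red retained in pooled yeast measured as flow cytometry median fluorescence; 0% = buffer negative control and 100% = Enniatin B positive control; higher means more Nile Red kept so more efflux inhibition; some compounds called inactive have numbers as strong as hits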
Fam108B counter = mouse Fam108B serine hydrolase inhibitors, primary screen, counter-screen for RBBP9 inhibitor project, biochemical, fluorescence polarization; recombinant Fam108B, FP-Rh probe fluorescence polarization; inhibition, % at 9.51 µM; 300,000 compounds, 0.33% hits; AID 1947, 2009;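 active = inhibition above the screen mean inhibition plus 3 SD, computed separately per campaign, cut at about 18% in these data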;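 note: inhibitors lower polarization as less probe binds the enzyme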
Bcl-xL primary = inhibitors of human Bcl-xL, primary screen, biochemical, fluorescence polarization, HTS; Bcl-2-like protein 1 (Homo sapiens), Q07817; GST-Bcl-xL / FITC-Bim BH3 peptide fluorescence polarization; inhibition, % at 10.9 µM; 320,000 compounds, 0.7% hits; AID 2129, 2009;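 active = inhibition above the mean of all tested compounds plus 3 SD, cutoff set per campaign, cut at about 30% in these data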;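 note: 0% = DMSO wells and 100% = unlabeled Bim-BH3 peptide competitor; inhibitors lower millipolarization by displacing the labeled peptide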
PME-1 primary = PME-1 inhibitors via competitive probe labeling, primary screen, biochemical, fluorescence polarization, FP-Rh probe, HTS. Protein phosphatase methylesterase 1 (Homo sapiens), Q9Y570. 320,000 compounds, 0.53% hits. recombinant PME-1. inhibition, % at 5.9 µM;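 active = inhibition above the campaign mean of all compounds plus 3 SD, cut at about 26% in these data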;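 note: competitive labeling of PME-1 active site by serine hydrolase directed probe; 0% = PME-1 with DMSO and 100% = wells lacking PME-1 enzyme; inhibitors block probe labeling so polarization falls and inhibition rises; many of its hits are not listed in these tables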
Starred values were filed as active, the others as inactive; nt = no result given. Only part of the results is shown; count on the stated rates, not on these rows.

structure	GRK2 aptamer HTS	MCL1-BIM inh	GLD-1 RNA inh	MEX-5 binding	VLA-4 inh	Efflux pump inh	Fam108B counter	Bcl-xL primary	PME-1 primary
Cc1cc(C(=O)NC2CCCc3c2cnn3-c2ccc(C(C)(C)C)cc2)nn1C (stereo unspecified)	2.0	6.3	-3.6	-0.8	0.2	0.0	-1.1	4.6	-0.4
Cc1ccc(C(=O)NC2CCS(=O)(=O)C2)cc1S(=O)(=O)N1CCCCCC1 (stereo unspecified)	3.0	-1.1	-5.2	0.5	8.2	-0.1	0.2	4.6	-2.1
CN(C)c1ccc(/C=[N+](\[O-])C2N(c3ccccc3)C(=S)SC2(C)C)cc1 (stereo unspecified)	0.0	9.9	4.0	0.9	-11.9	-2.9	4.0	6.2	4.7
CCC[C@@H]1C[C@@H](C(=O)N[C@H]([C@@H](C)O)[C@H]2O[C@H](SC)[C@H](O)[C@@H](O)C2O)N(C)C1 (stereo partly specified)	0.0	nt	5.7	nt	24.4	0.0	nt	nt	nt
CCCN1Cc2cccc(C(=O)NCc3ccccc3OC)c2C1=O	0.0	7.0	0.7	-0.8	-6.9	-0.1	1.8	4.8	3.4
CN1CC(=O)N(CC(=O)Nc2ccc(SC(F)F)cc2)C1=O	0.0	2.9	-2.1	0.1	-5.5	0.0	2.5	-4.6	-5.3
Cc1ccc2c(C(=O)CN3CCN(c4ccccc4)CC3)c(C)[nH]c2c1	0.0	3.7	5.6	-0.3	-1.1	0.1	-1.5	8.6	6.8
COc1ccc(C(=O)Nc2cc3c(cc2C(=O)O)OCCCO3)c(OC)c1	3.0	7.3	8.9	0.4	6.2	0.0	1.6	1.8	10.4
Cc1cccc(OCC(=O)NNC(=O)c2ccc3nc[nH]c3c2)c1	4.0	27.4	-0.8	nt	0.6	-0.2	nt	17.4	3.0
C=CCNC(=S)N/N=C/c1ccc(-c2cc(Cl)ccc2Cl)o1	4.0	4.7	4.5	0.4	-9.5	-0.1	-0.2	1.3	1.6
NC(=O)c1nn(Cc2ccccc2)c(=O)c2ccccc12	6.0	-0.6	3.0	-1.0	-1.5	-0.1	0.7	5.4	4.5
COC(=O)c1cc(N=Nc2sc(N)nc2C)cc(C(=O)OC)c1	2.0	2.8	-1.5	0.5	17.3	-0.1	0.0	2.6	11.0
CCOC(=O)c1ccc(Cl)c(S(=O)(=O)N2CCCC2)c1	2.0	11.5	-1.4	1.7	-1.0	0.0	3.8	6.2	0.6
O=C(CSc1nc2ccsc2c(=O)n1CC1CCC(C(=O)O)CC1)c1ccc(F)cc1 (stereo unspecified)	0.0	3.0	2.2	-1.6	19.1	0.0	0.1	2.3	-0.2
CC1CCN(S(=O)(=O)c2cccc(C(=O)NCC3CCCO3)c2)CC1 (stereo unspecified)	0.0	5.5	-0.8	-0.9	9.6	0.0	-1.1	2.0	1.4
CC(Oc1ccccc1)C(=O)NC1CCN(Cc2ccccc2)CC1 (stereo unspecified)	0.0	-4.2	-1.2	-1.8	-5.3	0.0	-4.8	1.5	-9.1
CS(=O)(=O)CCC(C(=O)n1nnc2ccccc21)N1C(=O)c2ccccc2C1=O (stereo unspecified)	0.0	3.4	-3.4	-0.6	0.3	-0.1	-0.8	4.6	4.8
Cc1cccc(CS(=O)(=O)Cc2ccc(C(=O)O)o2)c1	2.0	4.0	-2.1	-0.8	9.9	0.1	-1.9	3.3	-5.6
Cc1ccc(S(=O)(=O)N(C)c2ccccc2C(=O)Nc2ccc3c(c2)OCCO3)cc1	32.0	2.2	3.9	-0.8	28.3	0.2	3.3	0.1	-1.3
Cc1ccc(C(=O)N/C(=C\c2cn(C)c3ccccc23)C(=O)NCCCN2CCOCC2)cc1	1.0	2.9	-4.5	0.9	32.1	0.0	-1.6	4.7	-2.4
O=C(NC(=S)Nc1cccc(Cl)c1N1CCCC1)c1ccc(-c2cccc([N+](=O)[O-])c2)o1	0.0	9.3	1.0	0.9	5.7	0.2	-4.5	2.2	4.3
CCCCNc1c(-c2ccc(SC3CCCCC3)c(OC)c2)nc2ccc(C)cn12	1.0	nt	15.6	nt	-45.7	0.0	nt	nt	nt
Cn1cc(S(=O)(=O)Nc2ccc(F)c(Cl)c2)c(=O)n(C)c1=O	0.0	-2.4	-1.0	-1.3	0.0	-0.1	-3.7	2.4	-0.2
CCOC(=O)C1(Cc2ccccc2C)CCCN(Cc2ccc(NC(C)=O)cc2)C1 (stereo unspecified)	0.0	-2.5	-7.5	2.4	3.2	-0.1	5.1	2.6	-4.5
CC(C)CC(=O)Nc1ccc(N2CCN(S(C)(=O)=O)CC2)cc1	0.0	-8.6	-2.8	0.1	-1.6	-0.1	3.6	1.7	-10.4
NC(=O)COc1ccc(/C=C2\C(=O)ON=C2c2ccccc2)cc1	4.0	0.1	1.3	nt	13.2	-0.2	nt	5.5	1.2
O=C(O)/C=C/C(=O)N1CCN(c2ccc(F)cc2)CC1	4.0	-1.9	10.8	0.1	7.1	0.0	2.4	3.0	-5.7
COc1ccc(C(=O)NCCCc2nc3ccccc3n2Cc2cc(C)ccc2C)cc1OC	0.0	-6.7	2.8	3.0	25.2	0.1	0.9	-5.3	-7.2
COc1ccc(C(c2c(C)[nH][nH]c2=O)c2c(C)[nH][nH]c2=O)cc1Br	0.0	5.7	-5.2	2.1	4.8	-0.2	-0.3	1.4	3.4
O=c1nc(SCc2ccccc2Cl)nc(-c2ccc(Cl)cc2)[nH]1	2.0	3.1	6.4	0.2	-8.6	-0.1	-3.8	1.4	-2.3
COc1cc(NC(=S)N2CCN(C(c3ccccc3)c3ccccc3)CC2)cc(OC)c1	1.0	9.7	2.1	1.8	11.7	-0.1	-7.7	0.5	-9.0
CCC(=O)Nc1ccc(Nc2nc(Cl)nc(Nc3ccc(NC(=O)CC)cc3)n2)cc1	0.0	1.4	0.7	0.8	21.6	0.0	-0.6	-3.0	-1.4
COc1ccc2c(=O)c(C(=O)NCc3ccccc3)c[nH]c2c1	0.0	9.1	-3.1	-1.7	1.7	0.0	-7.8	0.0	-8.3
CCC(C(=O)c1ccccc1)N(C(=O)c1ccccc1Cl)N1C(=O)C2C3C=CC(C3)C2C1=O (stereo unspecified)	2.0	5.2	-0.2	nt	2.8	0.0	2.1	0.5	3.0
Cc1oc2c(c(C)cc3oc(=O)c(CC(=O)NCC(=O)NCC(=O)O)c(C)c32)c1C	2.0	2.6	6.6	-1.0	-25.3	0.0	1.4	6.3	-2.3
COc1ccc(C2(C)NC(=O)N(CC(=O)NCc3ccccc3)C2=O)cc1OC (stereo unspecified)	0.0	0.8	0.5	-0.6	1.3	0.0	-3.8	-5.6	0.2
CCC(CC)c1nnc(NC(=O)Oc2ccccc2)s1	12.0	9.2	9.0	-0.4	-6.3	-0.1	5.6	-1.5	-4.6
CCc1ccc(NC2=NCC(=O)N2c2ccc3c(c2)OCCO3)cc1	3.0	4.9	-2.1	0.2	-14.3	0.2	-4.3	4.0	-0.6
COc1ccc(NC(=O)c2cn(-c3ccccc3)nc2SC)cc1	0.0	5.2	-4.2	2.0	-3.6	0.0	-0.5	5.3	10.0
O=C(CN1CCN(S(=O)(=O)c2ccc(F)cc2)CC1)Nc1ccc2c(c1)OCCO2	0.0	2.7	-7.3	1.6	8.9	0.2	-4.7	3.7	4.2
COc1ccc(NS(=O)(=O)c2ccc(O)c(C(=O)OCC(=O)NC(C)C3CC4CCC3C4)c2)cc1 (stereo unspecified)	0.0	-1.6	-1.0	-0.3	-8.1	0.0	-3.0	2.9	0.5
CCc1c(C(=O)N/N=C/c2ccc(C)o2)csc1C	0.0	4.4	-2.5	-0.4	4.6	0.0	1.8	5.0	-1.9
COc1ccc(CCNCC2C(Oc3ccc(Cl)cc3)C(=O)N2c2ccccc2C)cc1OC (stereo unspecified)	1.0	10.5	8.7	1.9	2.9	0.0	-1.5	3.3	0.3
O=C(CCS(=O)(=O)c1ccc(Br)cc1)Nc1ccc2c(c1)OCO2	34.0	4.8	1.5	1.3	3.0	-0.1	1.5	0.2	3.6
Cc1noc(C)c1S(=O)(=O)Nc1ccc(C(=O)N2CCN(c3ccc(Cl)cc3)CC2)cc1	0.0	-2.5	-0.2	-0.1	1.3	0.0	-1.5	2.2	2.6
CCOC(=O)CSc1nc2ccccc2c(=O)n1CC1COc2ccccc2O1 (stereo unspecified)	1.0	-1.6	-10.2	0.8	-11.4	0.0	-5.5	2.7	3.6
C=C1Cn2c(nnc2-c2ccc(Cl)cc2)S1	0.0	-6.8	6.2	-0.7	-16.4	-0.2	-2.9	0.8	-4.8
COc1ccccc1N(C(=O)c1snc(C(N)=O)c1N)C(C(=O)NC1CCCC1)c1ccco1 (stereo unspecified)	0.0	3.6	6.6	1.9	0.7	-0.2	-2.6	2.0	3.3
CCn1c(SCC(=O)N2CCCCC2C)nc2c1c(=O)n(C)c(=O)n2C (stereo unspecified)	0.0	20.2	-5.9	0.2	3.5	-0.2	1.4	0.8	-1.7
COc1ccccc1NS(=O)(=O)c1cccc(NC(=O)CCNC(=O)c2ccccc2OC)c1	0.0	-7.0	5.4	nt	29.4	0.2	nt	-6.7	9.4
Cc1nc(CNC(=O)CC2C(=O)NCCN2Cc2ccc(F)cc2)cs1 (stereo unspecified)	1.0	nt	nt	-2.2	-0.6	0.0	nt	nt	nt
Cc1cccc(C)c1NC(=S)/N=C/N(C)C	0.0	12.8	1.5	-2.2	7.0	0.0	0.0	4.4	1.6
COC(=O)c1ccccc1S(=O)c1snnc1C (stereo unspecified)	0.0	-1.2	0.6	-0.6	2.8	0.0	2.8	-2.5	0.0
CCN(CC)c1nc(Nc2ccccc2)nc(Oc2ccc(=O)n(C)n2)n1	1.0	1.5	5.8	2.9	19.1	0.0	-3.0	1.2	-3.7
Cc1cccc(OCC(=O)Nc2cccc3nsnc23)c1	24.0	-10.0	2.8	-4.6	-1.4	0.1	-1.7	-4.6	-4.0
COc1cccc([C@@H]2CC=C(C(=O)O)[C@H](c3ccc(Br)cc3)N2S(=O)(=O)c2ccc(C)cc2)c1	0.0	nt	-3.2	nt	30.6	-0.2	nt	nt	nt
O=S(=O)(c1cc(F)ccc1F)N1CCN(c2ncccn2)CC1	4.0	nt	nt	-1.5	6.8	-0.1	nt	nt	nt
